# Screening data (PubChem BioAssay)
# p53 reactivation – re-activators of mutant p53 | H1299 p53-A138V BP100-luciferase reporter, luminescence, 24 h | Potency, µM (highest dose often 92.2 µM), inactives show at the top dose activity change, positive = activation, most hits filed as activators | 0.063% of 320,000 active | AID 504706; further: potency means the concentration at half of the fitted maximal effect; % of control where 0% means no effect; nearly all actives have a fitted effect of over 45% in size
#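 p53-null H1299 cells stably carrying temperature-sensitive p53-A138V and a BP100-luciferase reporter were pinned with compounds (4-point, 1:5 series) and held 24 hrs at 37 deg C. Luminescence was read 10 min after detection reagent.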
# PTAP TSG101 blk – blocks PTAP/TSG101 interaction to inhibit HIV-1 budding; Potency, µM (highest dose often 115 µM), for the others: at the highest dose activity change, negative = inhibition, most hits filed as inhibitors; Q99816; Fluorescence polarization, FITC-PTAP peptide / Tsg101 binding; 340,000 tested, under 10 active; active means well fitted inhibition curve with a large enough effect in the main read-out, with a control signal flat, not every such curve was filed as active; inconclusive means small, poorly fitted or top-dose-only effect, or effect the other way, or a change in a side signal; inactive means no such curve, though single readings can be large or run the other way; further: potency means the concentration at half of the fitted maximal effect; % of control where 0% means no effect
# Target sequence (Q99816 whole entry, looked up): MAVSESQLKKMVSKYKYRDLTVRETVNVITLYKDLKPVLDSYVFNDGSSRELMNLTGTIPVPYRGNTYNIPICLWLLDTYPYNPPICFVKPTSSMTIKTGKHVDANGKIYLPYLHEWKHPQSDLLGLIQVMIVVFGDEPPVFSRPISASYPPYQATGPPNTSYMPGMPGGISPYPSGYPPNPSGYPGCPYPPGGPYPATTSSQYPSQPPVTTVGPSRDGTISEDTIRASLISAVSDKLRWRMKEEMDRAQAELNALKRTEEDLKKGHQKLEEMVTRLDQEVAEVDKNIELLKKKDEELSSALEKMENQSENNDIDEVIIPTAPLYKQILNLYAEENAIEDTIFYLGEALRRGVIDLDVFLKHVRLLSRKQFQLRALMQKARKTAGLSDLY
#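 FP read-out: FITC-PTAP peptide, 50 nM final, binding Tsg101 binding domain, 10 uM final; 20 min, r.t.; 10 mM HEPES pH 7.5, 0.15 M NaCl, 0.01% Tween 20, 3 mM EDTA, 0.1 mM TCEP.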
# ELG1 DNA repair – ELG1-dependent DNA repair inhibition. HEK293T ELG1-luciferase reporter, luminescence, 16 h; DNA damage induced by 5-fluorouridine. Potency, µM (doses to about 46.1 µM), for inactives: at the highest dose activity change, negative = inhibition, hits mostly inhibitors. 2.3% of 330,000 active; further: potency means the concentration at half of the fitted maximal effect; on the % scale 0 is the no-effect control and ±100 the full control effect; nearly all actives have a fitted effect of over 55% in size
#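 Cells (2,000 per well) received 5-fluorouridine plus test compound or DMSO and were incubated 16 hr at 37 °C, 5% CO2. Luciferase activity was read by luminescence 30 min after ONE-Glo addition; signal suppression marked inhibition of damage-induced ELG1 function.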
# TRPV1 ag – activates the human vanilloid receptor TRPV1; Q8NER1; TRPV1-expressing cells, Fluo-8 calcium influx, agonist mode; 0.19% of 320,000 active; activation, % at 8.33 µM; AID 540275; in the data active means activation above about 80%; inconclusive means between about 30% and that limit; further: 0% is about no effect
#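 Fluo-8 calcium influx in TRPV1-expressing cells, kinetic read (ex 480/em 520 nm). Compound added and read 3 min for agonist activity, followed by capsaicin at EC20 final and 2 min further read for enhancement.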
# BRCA1 expr act – activators of BRCA1 expression | Potency, µM (highest dose often 46.1 µM), inactives show at the highest dose activation, actives largely listed as activators | AID 624202 | MCF7-BRCA1-FFLuc reporter, luminescence, 48 h; response scale: scaled: vehicle 0%, 10 µM genistein 100% | 1.1% of 380,000 active; further: potency means the concentration at half of the fitted maximal effect; nearly all actives have a fitted effect of over 80% in size; some results filed as inactive show a strong effect at the top dose
#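 Luminescence from a BRCA1-driven firefly luciferase in MCF7 cells was read after 48 h compound exposure at 37 C. Data normalized against DMSO and a 10microM genistein activation control, then curve-fitted across the titration.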
# TCR activator – activates T cell receptor signaling. primary human leukocytes, anti-CD3, IL-2 HTRF, 48 h. Potency, µM (top dose mostly 9.22 µM), for inactives: at the highest dose activation of IL-2 secretion, actives largely listed as activators. 330,000 tested, under 10 active; further: % of control where 0% means no effect
#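 Human primary leukocytes + a-CD3 beads + cpd, 48 hr; IL-2 in supernatant by HTRF (ex 320nm / em 665nm). No co-stimulatory signal supplied.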
# Integrin act MD – integrin-mediated muscular dystrophy alleviation activation. alpha7betagal myoblasts, beta-gal FDG fluorescence, 48 h. Potency, µM (highest dose often 38.3 µM), for the others: at the highest dose activation, usual class: activators. 0.064% of 350,000 active. AID 624291;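 further: potency means the concentration at half of the fitted maximal effect; 100% = response of the positive control SU9516; nearly all actives have a fitted effect of over 60% in size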
#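 Alpha7betagal+/- myoblasts (passage 13) were plated 16-24 hr, then exposed to compounds (1:260 dilution of DMSO stock) for 48 hours at 37C. After MPER lysis, β-galactosidase reporter activity was read as FDG fluorescence (ex 480/em 540) after 30 minutes.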
# AT treatment – potential ataxia-telangiectasia treatments restoring KAP-1 phosphorylation. Potency, µM (titrated, usually from 57.5 µM), for the others: at the highest dose activation, hits mostly activators. […] A-T fibroblasts, KAP-1 phosphorylation AlphaLISA; neocarzinostatin DNA damage 30 min before lysis. AID 485349. 0.19% of 320,000 active; further: potency means the concentration at half of the fitted maximal effect; % of control where 0% means no effect; nearly all actives have a fitted effect of over 45% in size
#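 ATM-like activity read as KAP-1 phosphorylation via AlphaLISA donor/acceptor antibody pairs after lysis and 6 hr at 25C. Cells were ATM-null patient fibroblasts ([…], hTERT), dosed 60 min, then exposed to the DSB inducer NCS for 30 min.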
# CXXC DNA block – inhibitors of human MLL CXXC domain-DNA interaction; Q03164; MLL-CXXC / FITC-HOXA9 DNA fluorescence polarization; Potency, µM (highest dose often 115 µM), without a hit: at the highest dose activity change, negative = inhibition, most hits filed as inhibitors; 0.037% of 290,000 active; AID 2662; active means well fitted inhibition curve with a large enough effect in the polarisation, with a control signal flat, not every such curve was filed as active; inconclusive means small, poorly fitted or top-dose-only effect, or effect the other way, or a change in a side signal; inactive means no such curve, though single readings can be large or run the other way; the % refers to the polarisation; further: potency means the concentration at half of the fitted maximal effect
#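 Fluorescence polarization: 7 uM MLL-CXXC (stock) preincubated 5 min with compounds, then 50 nM fluorescein-HOX-A9 DNA (stock) added; 30 min ambient. Buffer 50 mM Tris-HCl pH 7.5, 50 mM NaCl, 1 mM DTT, 0.05% BSA.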
# B2AR arrestin – beta2AR (human) beta-arrestin recruitment activity; P07550; beta-arrestin recruitment to beta2AR, cell-based reporter; Potency, µM (top dose mostly 46.1 µM), without a hit: at the top dose activation, actives largely listed as activators; 0.02% of 330,000 active;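 further: potency means the concentration at half of the fitted maximal effect; 0% = DMSO controls and full agonism = EC100 isoproterenol or metaproterenol; nearly all actives have a fitted effect of over 65% in size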
# Target sequence (P07550 whole entry, looked up): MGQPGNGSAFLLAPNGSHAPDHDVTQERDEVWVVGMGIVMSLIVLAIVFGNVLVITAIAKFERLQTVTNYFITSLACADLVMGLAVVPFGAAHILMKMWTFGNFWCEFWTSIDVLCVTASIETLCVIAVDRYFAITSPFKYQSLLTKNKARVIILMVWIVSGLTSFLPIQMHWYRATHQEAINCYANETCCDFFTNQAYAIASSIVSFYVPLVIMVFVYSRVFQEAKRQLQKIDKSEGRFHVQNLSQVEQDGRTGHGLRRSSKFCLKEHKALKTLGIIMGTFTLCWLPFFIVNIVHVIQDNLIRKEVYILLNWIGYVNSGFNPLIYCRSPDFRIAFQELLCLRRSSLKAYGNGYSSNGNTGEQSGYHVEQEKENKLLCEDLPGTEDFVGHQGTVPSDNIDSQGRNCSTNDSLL
# * = called active by the depositor; ? = inconclusive; / = no result given; [ ] = remark or other dose. Unless noted, the call rests on the fitted dose curve; in most records, active means well fitted curve in the direction sought with a large enough effect; inconclusive means small, poorly fitted or top-dose-only effect, or another doubt; inactive means no such curve, though single readings can be large; an effect the other way counts as inactive or inconclusive.
# Values run as follows: p53 reactivation	PTAP TSG101 blk	ELG1 DNA repair	TRPV1 ag	BRCA1 expr act	TCR activator	Integrin act MD	AT treatment	CXXC DNA block	B2AR arrestin
- CC(C)COc1ccc(C(=O)Nc2ccc(NC(=O)c3ccco3)c(Cl)c2)cc1
    0.1%	1.4%	3.4%	-3.4	22.6%	3.7%	-32.6%	-1.7%	18.2%	0.3%
- CN(C)S(=O)(=O)N1CCN(CC(=O)Nc2ccc(F)cc2)CC1
    /	-2.5%	-3.6%	1.3	-23.6%	2.7%	-5.5%	5.0%	5.6%	0.3%
- CCOC(=O)N1CCC(N2CCN(C3CCCC3)C(CCO)C2)CC1 (configuration not stated)
    2.0%	-0.8%	-6.2%	-2.2	-22.1%	-1.6%	1.6%	6.7%	-0.4%	-0.4%
- CCCCOC(=O)c1cc(=O)[nH]c(=O)[nH]1
    -1.7%	-0.6%	5.8%	0.7	14.7%	6.1%	-19.2%	-2.6%	10.7%	-0.7%
- Cc1ccc(N=Cc2c(O)n(-c3nccs3)c(=O)c3ccccc23)c(C)c1
    -3.8%	?	?	4.9	-1.9%	0.1%[46.1 µM]	14.4%	-3.6%	?	-0.5%
- COC(=O)Cc1ccc(NC(=S)NNC(=O)c2ccccc2Br)cc1
    0.9%	4.1%	5.3%	7.9	2.5%	14.0%[46.1 µM]	19.7%	-3.1%	-0.7%	2.9%
- Cc1ccc(C(=O)CCC(=O)Nc2ccccc2C)c(C)c1
    /	-9.4%	17.5%	14.8	78.4%	-0.5%	9.8%	4.6%	-1.5%	0.3%
- NS(=O)(=O)c1cccc(NC(=O)CSc2nnc3n2CCCCC3)c1
    4.7%	-0.9%	12.2%	/	-9.5%	2.3%	11.0%	-5.2%	/	0.5%
- CCOC(=O)c1cc2c(n(-c3ccccc3)c1=O)CC(C)(C)CC2=O
    3.1%	-8.2%	5.2%	0.6	-0.7%	/	-9.7%[7.66 µM]	-1.5%	2.9%	0.2%
- COc1ccc(N2C(=O)C(F)(F)C2c2ccc(C)cc2)cc1OC (configuration not stated)
    13.3%	0.2%	-1.8%	-2.4	-20.1%	0.1%	6.2%	16.2%	2.2%	0.2%
- O=C(COc1cc2oc(=O)c3c(c2cc1Cl)CCC3)NCCCn1ccnc1
    8.3%	5.2%	15.7%	1.6	34.0%	2.5%	-60.2%[inhibitor]	2.9%	3.1%	0.2%
- Cn1c(=O)cc(OCCCC(=O)NCc2ccccn2)c2ccccc21
    -2.3%	-4.7%	?	-1.2	-15.2%	-2.1%	22.4%	-0.7%	-4.0%	-0.8%
- O=C(Nc1ccc(N2CCOCC2)cc1)c1cccnc1
    27.6%	-3.2%	?	-4.6	?	3.8%[46.1 µM]	-2.2%	-1.4%	-13.5%	-1.0%
- CCOC(=O)c1c(NC(=O)C2=C(C)NC(=S)NC2c2ccc(C)cc2)sc(C)c1C (configuration not stated)
    -1.5%	-1.0%	?	0.1	-70.6%	-8.3%[46.1 µM]	51.5%	-7.7%	28.1%	-0.8%
- O=C(NNC(=O)c1ccco1)c1ccccc1
    ?	0.0%	?	-3.7	2.0%	5.9%[46.1 µM]	-7.6%	-5.6%	9.5%	-0.3%
- O=C(CSCc1ccccc1)NCCc1ccc(F)cc1
    4.4%	-2.9%	20.6%	?	36.3%	0.5%	16.6%	-3.3%	-13.7%	0.4%
- Cc1ccc(-c2c(C(=O)NCc3ccccc3)oc(=O)c3ccccc23)cc1
    -7.2%	-1.3%	-26.2%	5.2	-34.6%	-0.3%[46.1 µM]	-3.5%	6.2%	0.8%	-1.9%
- CC(C)(CO)NCc1cccc(OCc2ccc(Cl)cc2)c1
    17.0%	0.0%	2.1%	2.7	16.6%	1.9%[46.1 µM]	-48.8%[inhibitor]	-0.2%	-0.3%	-0.7%
- CC1CCCCN1C(=O)COC(=O)c1ccc(N2CCCC2=O)cc1 (configuration not stated)
    0.4%	-3.2%	?	/	33.5%	/	7.2%	4.0%	/	0.5%
- CCS(=O)(=O)N1CCN(c2ccc(C(=O)NC3C4CC5CC(C4)CC3C5)cc2[N+](=O)[O-])CC1 (configuration not stated)
    -12.2%	-2.0%	11.6µM*	?	-61.4%	-0.3%[46.1 µM]	-26.5%	/	3.4%	-0.1%
- COc1ccccc1NC(=O)N(CCCN1CCOCC1)Cc1cc2cc3c(cc2[nH]c1=O)OCO3
    -16.6%	-5.8%	5.8%	1.5	-12.6%	1.9%	-35.6%	-1.7%	-0.5%	-1.0%
- Cc1cccc(C(C)C)c1NC(=O)C1CN(S(=O)(=O)c2ccccc2)CCN1S(=O)(=O)c1ccccc1 (configuration not stated)
    -20.8%	-0.5%	-22.6%	3.7	-39.4%	-2.7%[46.1 µM]	1.2%	-3.9%	-0.4%	-0.2%
- CC1CC(C)CN(C(=O)CN2C(=O)NC(c3ccccc3)(c3ccccc3)C2=O)C1 (configuration not stated)
    -2.6%	1.5%	-2.8%	4.0	-5.9%	-5.2%	0.0%	-8.3%	/	-1.6%
- CN1CCN(C(=O)C2CC(=O)N(c3ccc(Cl)cc3)C2)CC1 (configuration not stated)
    0.6%	-2.1%	-9.1%	-0.3	1.3%	-0.4%	24.3%	4.3%	3.4%	-0.4%
- Cc1ccc(NC(=S)NNC(=O)Cn2nc([N+](=O)[O-])cc2C)cc1
    -4.3%	-6.3%	-0.2%	-0.9	3.6%	1.9%	23.6%	4.4%	-1.3%	0.3%
- O=[N+]([O-])c1cc2c(cc1C=Nc1ccccc1)OCO2
    -3.4%	-3.3%	7.0%	-3.4	-11.0%	0.4%	8.9%	-6.1%	0.1%	-0.8%
- Cc1cc(C(=O)N/N=C/c2c(C)nn(-c3ccccc3)c2C)n[nH]1
    5.1%	1.3%	?	3.4	59.1%	-3.6%	-8.4%	-4.8%	7.6%	0.4%
- CCNC(=O)/C(C#N)=C/c1c(N(Cc2ccccc2)Cc2ccccc2)nc2ccccn2c1=O
    -9.9%	-1.4%	11.6µM*	?	-97.9%[inhibitor]	6.5%[46.1 µM]	-27.1%	0.8%	10.4%	0.9%
- COc1ccccc1OCC(=O)Nc1nc(C)c(C)s1
    ?	0.4%	?	2.5	?	1.2%	5.3%	0.2%	3.9%	-0.7%
- Cc1ccc(S(=O)(=O)N2CCN(C(=O)CCC(=O)OCC(=O)Nc3cccc(C#N)c3)CC2)cc1
    -0.1%	-2.4%	3.6%	5.8	0.0%	-21.4%	-1.0%	13.5%	7.3%	0.4%
- CSc1oc(-c2ccc(F)cc2)nc1S(=O)(=O)c1ccccc1
    24.3%	-2.7%	?	?	29.2%	-2.4%[46.1 µM]	6.3%	-1.1%	6.9%	1.8%
- COC(=O)c1ccc(COC(=O)C2CCN(S(=O)(=O)c3c(Cl)cccc3Cl)CC2)o1
    9.6%	-0.5%	6.1%	10.7	-6.3%	-3.6%	-7.1%	0.7%	/	0.0%
- CN1Cc2ccccc2CC1CNCc1c(C(=O)N2CCCC2)nc2ccccn12 (configuration not stated)
    1.8%	-3.0%	10.7%	6.0	15.5%	3.0%	16.5%	5.0%	2.4%	-0.9%
- O=C(COc1ccccc1)N1CCCCCCC1
    ?	1.4%	11.9%	0.1	0.0%	/	6.9%	-5.4%	-7.9%	-0.4%
- Cc1cnc(C(=O)OCC(=O)N=c2sccn2Cc2ccccc2Cl)cn1
    2.4%	0.0%	11.8%	-3.2	-1.1%	-5.6%	-19.8%	6.3%	?	-1.0%
- O=C(CCCn1cc([N+](=O)[O-])cn1)N1CCCCC1
    8.2%	0.2%	9.9%	-3.9	6.5%	/	1.9%	-3.1%	-0.2%	-0.3%
- O=S(=O)(O)c1cc(O)c2c(O)c(N=Nc3cc(Cl)ccc3O)c(S(=O)(=O)O)cc2c1
    -11.7%	?	?	-1.8	-43.7%	9.8%	-5.8%	-9.1%	1.2%	-0.1%
- COc1ccc(S(=O)(=O)N(CC(=O)NCC2CCCO2)C2CCCCC2)cc1OC (configuration not stated)
    -7.0%	0.5%	9.7%	0.4	-14.7%	7.2%	-28.0%	-5.3%	-1.2%	-0.2%
- COC(=O)CC(=O)Cc1nc(N)nc(Nc2ccc(C)c(C)c2)n1
    -19.0%	-3.6%	0.6%	-0.9	-30.8%	-5.4%[46.1 µM]	3.8%	2.4%	-2.0%	-0.5%
- CC(=O)c1ccc(NC(=O)c2ccc3nc(-c4ccco4)c(-c4ccco4)nc3c2)cc1
    -3.1%	-2.9%	?	-2.6	-45.1%	-0.6%	-6.1%	-1.8%	-25.1%	0.1%
- Cc1c(O)c(=O)ccn1Cc1ccccc1
    10.4%	2.9%	?	-1.9	-27.6%	-1.5%	-28.0%	-17.4%	3.3%	-0.4%
